# CHO parental Ca – ATP-evoked calcium signal inhibitors, parental CHO, primary screen, counter-screen for OX1R antagonist project, cell-based, fluorescence, Fluo-8 calcium dye. 330,000 tested, 0.63% active. AID 463079, 2010. inhibition, % at 5.6 µM. parental CHO-K1, ATP-induced calcium, Fluo-8 fluorescence;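 active means inhibition above that plate's mean sample inhibition plus 3 SD, cut at about 26% in these data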;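 further: 0% = ATP-challenged DMSO wells and 100% = DMSO wells without ATP; some compounds past the cut are filed as inactive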
#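 Material: parental CHO cells / Compound: single nominal dose of 5.6 µM per compound / Signal: Fluo-8 fluorescence / Replicates: singlicate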
# M1 PAM – human M1 muscarinic receptor positive allosteric modulators, primary screen, CHO-K1 cells, Fluo-8 calcium fluorescence, 1536-well; Muscarinic acetylcholine receptor M1 (Homo sapiens), P11229; CHO-K1 hM1, ACh EC20; 0% = ACh EC20, 100% = maximal ACh; activation, % at 3 µM; 360,000 tested, 0.088% active; in the data active means activation above about 19%, passing the limit was not always enough
# Target sequence (P11229 whole entry, looked up): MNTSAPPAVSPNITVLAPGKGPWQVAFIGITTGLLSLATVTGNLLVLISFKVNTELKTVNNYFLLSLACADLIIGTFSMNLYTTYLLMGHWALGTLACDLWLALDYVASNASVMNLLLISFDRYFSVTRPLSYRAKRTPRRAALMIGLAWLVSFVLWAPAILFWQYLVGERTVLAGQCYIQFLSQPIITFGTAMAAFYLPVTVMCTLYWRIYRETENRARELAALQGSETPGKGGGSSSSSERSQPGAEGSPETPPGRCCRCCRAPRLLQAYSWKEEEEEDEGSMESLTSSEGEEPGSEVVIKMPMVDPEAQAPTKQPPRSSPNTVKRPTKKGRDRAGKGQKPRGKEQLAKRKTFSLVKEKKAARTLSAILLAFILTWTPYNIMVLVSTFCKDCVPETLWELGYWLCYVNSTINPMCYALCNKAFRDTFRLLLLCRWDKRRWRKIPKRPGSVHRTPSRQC
# M1 PAM parental – nonselective calcium activators in parental CHO-K1 cells, primary screen, counter-screen for M1 PAM project, cell-based, Fluo-8 calcium fluorescence, full deck, 1536-well; ATP EC20; 0% at ATP EC20, 100% at ATP max; activation, % at 3 µM; 360,000 tested, 0.02% active; AID 602247, 2012;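 active means activation above the run cutoff, the mean activation of all test compounds plus 3 SD, cut at about 40% in these data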;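 further: peak over basal fluorescence ratio in a 140 s read after ATP addition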
# CHRM1 agonist – human M1 muscarinic receptor agonists, primary screen, Fluo-8 calcium fluorescence, CHO-K1 cells, HTS. AID 588814, 2011. 360,000 tested, 0.33% active. Muscarinic acetylcholine receptor M1 (Homo sapiens), P11229. activation, % at 3 µM. CHO-K1 hM1, agonist mode; 0% DMSO, 100% acetylcholine EC100;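 active means activation above the run's mean compound activation plus 3 SD, cut at about 16% in these data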;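 further: peak over basal fluorescence ratio within a 140 s kinetic read after compound addition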
# TAAR1 antagonist – human TAAR1 antagonists, primary screen, Fluo-8 calcium fluorescence, CHO RD-HGA16 cells; Trace amine-associated receptor 1 (Homo sapiens), Q96RJ0; antagonist; inhibition, % at 3 µM; 360,000 tested, 1.5% active; AID 624466, 2012;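 active means inhibition above a per-plate cutoff, the mean inhibition of test compounds on that plate plus 3 SD, cut at about 49% in these data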;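 further: 0% = DMSO plus EC80 beta-PEA response and 100% = DMSO alone without agonist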
# Target sequence (Q96RJ0 whole entry, looked up): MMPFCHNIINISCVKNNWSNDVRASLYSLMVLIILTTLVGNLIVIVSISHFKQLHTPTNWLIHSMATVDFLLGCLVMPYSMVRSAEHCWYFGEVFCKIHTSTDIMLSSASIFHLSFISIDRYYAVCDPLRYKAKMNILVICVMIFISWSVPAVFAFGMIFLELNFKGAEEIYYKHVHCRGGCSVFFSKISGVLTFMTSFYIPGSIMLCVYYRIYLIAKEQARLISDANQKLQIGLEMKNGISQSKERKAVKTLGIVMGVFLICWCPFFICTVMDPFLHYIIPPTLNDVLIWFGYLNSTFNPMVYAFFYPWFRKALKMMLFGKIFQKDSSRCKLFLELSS
#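 Assay system: RD-HGA16 CHO cells with stable hTAAR1 and Gα16 / Reagent: EC80 β-phenethylamine stimulus / Doses: 3 µM, single point / Timing: dye loading 75 min at 37 °C, then 30 min room temperature / Measured by: Fluo-8 intracellular calcium dye fluorescence, real-time kinetic reads / Controls: vehicle wells and EC80 agonist wells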
# TAAR1 agonist – human TAAR1 agonists, primary screen, Fluo-8 calcium fluorescence, CHO RD-HGA16 cells; vehicle wells 0%, saturating PEA agonist 100%; Trace amine-associated receptor 1 (Homo sapiens), Q96RJ0; AID 624467, 2012; 360,000 tested, 0.99% active; activation, % at 3 µM;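 active means activation above the mean activation of all test compounds in the run plus 3 SD, cut at about 38% in these data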
#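 test system = CHO RD-HGA16 cells carrying human TAAR1 plus Gα16 | schedule = 17-24 h seeding, 75 min 37 °C dye, 30 min RT | compound dosing = 3 µM single concentration | control set = DMSO and PEA EC100 | replicates = n 1 | signal = Fluo-8 fluorescence, 5 s baseline then 140 s kinetic read | measure = percent activation vs PEA EC100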
# CHO-K1 Ca ag – counter-screen for M1 agonists: effect in parental CHO-K1 cells; Fluo-8 calcium fluorescence; scaled to maximal ATP response, vehicle zero; activation, % at 3 µM; 360,000 tested, 0.48% active; in the data active means activation above about 15%;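 further: untransfected CHO-K1 host cells lacking M1 receptor as counterscreen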
# CHRM1 antagonist – human M1 muscarinic receptor antagonists, primary screen, CHO-K1 cells, Fluo-8 calcium fluorescence, 1536-well; AID 588852, 2011; Muscarinic acetylcholine receptor M1 (Homo sapiens), P11229; 360,000 tested, 1.3% active; CHO-K1 hM1, ACh EC80 antagonist; inhibition, % at 3 µM;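 active means percent inhibition above its own plate's cutoff, namely the mean of that plate's compound wells plus 3 SD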;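 further: peak over basal fluorescence ratio during 140 s after agonist addition; 0% = ACh EC80 plus DMSO and 100% = DMSO alone without agonist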
# CHO-K1 Ca antag – counter-screen for M1 antagonists: effect in parental CHO-K1 cells; AID 602250; ATP-induced calcium, Fluo-8 fluorescence; inhibition, % at 3 µM; 360,000 tested, 0.6% active;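 active means inhibition above a per-plate cutoff, the plate's mean sample inhibition plus 3 SD, cut at about 24% in these data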;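 further: 0% = DMSO plus EC80 ATP and 100% = DMSO alone without ATP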
# Starred values were filed as active, the others as inactive; x = not tested or not shown.
compound	CHO parental Ca	M1 PAM	M1 PAM parental	CHRM1 agonist	TAAR1 antagonist	TAAR1 agonist	CHO-K1 Ca ag	CHRM1 antagonist	CHO-K1 Ca antag
CN1CCN(CCC(=O)Nc2ccc(Br)cc2)CC1	6.0	7.4	13.6	-7.8	11.4	0.7	0.5	-5.9	-16.1
Cc1sc2ncn(CC(=O)NCCCC(=O)N3CCN(c4ccccc4)CC3)c(=O)c2c1C	-22.2	3.2	6.3	-2.1	8.1	7.1	0.0	1.4	7.4
Cc1ccc(-c2nc(CSCC(=O)NCc3cccnc3)c(C)o2)cc1	-38.2	10.8	8.7	-4.3	-5.3	6.4	-0.4	-10.0	-0.5
COc1ccc(S(=O)(=O)N2CCC(Cc3ccccc3)CC2)cc1NC(C)=O	-2.1	1.5	19.3	-4.4	-1.1	0.1	1.1	-4.7	-4.5
Cc1cccc(CN2CCN(C3CCCC3)C(CCO)C2)n1 (stereo not given)	-13.8	2.9	0.7	-11.3	3.1	-0.8	-0.3	-3.5	0.8
O=C(O)C1=NN(c2cc(Cl)c(S(=O)(=O)O)cc2Cl)C(=O)C1	x	1.0	-23.1	-1.5	-1.3	2.9	0.4	-9.1	12.9
O=C(NCCc1ccc(C(F)(F)F)cc1)C1CCC(=O)N(CCCN2CCCC2=O)C1 (stereo not given)	-10.6	16.2	-5.9	-2.8	6.3	3.6	0.3	-24.4	13.7
CC(C)n1cc(/C(N)=N/O)c(=O)n(Cc2ccccc2)c1=O	-7.1	10.1	31.0	-6.1	-6.8	0.3	1.3	-12.5	0.0
O=C(N/C(=C\c1cccc([N+](=O)[O-])c1)C(=O)N1CCOCC1)c1ccc([N+](=O)[O-])cc1	-6.7	-0.1	-12.1	-5.8	-7.4	1.8	0.0	-3.0	12.8
COc1ccc(NC(=O)C2C3C=CC4(O3)C2C(=O)N(CCN2CCCCC2C)C4C(=O)NC2CCCC(C)C2C)cc1 (stereo not given)	-12.8	-9.4	6.4	-9.3	-9.9	-3.0	-0.4	16.7	-15.8
COC(=O)Nc1nn(-c2ccc(C)cc2)c(=O)c(C#N)c1C	-10.9	5.3	5.4	-3.3	-4.9	-0.4	0.1	-9.9	-10.2
O=C(Cn1cnc2c(nnn2-c2cccc(Cl)c2)c1=O)N1CCCC1	-8.8	0.9	14.0	-2.5	2.0	5.2	0.3	-10.2	-10.1
COc1ccc(CC(=O)Nc2ccc(-c3noc(-c4cccc(OC)c4)n3)cc2)cc1	-3.9	4.1	12.1	-1.5	-21.5	4.0	0.2	-5.5	-5.5
c1coc(-c2nnc(-c3ccco3)nn2)c1	2.7	3.4	12.4	-3.1	2.0	-2.2	1.5	0.7	-3.5
Cc1cc(C)c(OCCOCCN2CCN(C)CC2)c(Cl)c1	-8.3	-0.7	2.6	-10.3	-14.6	-0.2	-0.2	-9.4	-2.6
COc1ccc(N(CC(=O)NCc2ccc(C)cc2)S(=O)(=O)c2c(C)[nH]c(=O)[nH]c2=O)cc1	-1.2	2.7	-5.8	-1.3	-8.4	0.9	0.2	5.8	0.8
CC(NC(=O)c1ccccc1)C(=O)N/N=C/c1ccc(O)cc1 (stereo not given)	8.4	-0.3	13.3	-4.3	-22.2	9.6	0.7	4.7	-4.7
COc1nccnc1NS(=O)(=O)c1ccc(N)cc1	x	-3.4	-25.9	-0.1	-2.2	20.3	0.0	13.8	9.4
COc1cccc(NC(=O)CN(C)C(=O)Cc2c(C)nc3ccccc3c2C)c1	-21.1	-1.8	-8.5	-6.3	-3.6	4.1	-0.3	4.2	-2.5
Cc1cccc(C(=O)N/N=C2/SCC(=O)N2Cc2ccccc2)c1	-16.5	0.3	-13.1	-2.5	-32.1	0.8	0.2	17.6	-4.5
O=C(NCC(c1ccco1)N1CCc2ccccc2C1)c1ccc(Cl)c([N+](=O)[O-])c1 (stereo not given)	-15.4	-8.8	-12.4	-5.5	3.5	4.2	1.9	9.0	2.9
COc1cccc(N2C(=O)CC(N3CCc4ccccc4C3)C2=O)c1 (stereo not given)	-11.9	14.0	-18.5	0.2	-13.4	2.8	0.2	-19.3	0.5
C[C@H](NC(=O)c1ncn2c1c(=O)[nH]c1ccccc12)c1ccccc1	x	2.5	7.0	-0.8	-6.5	3.1	0.1	-8.8	-0.5
C[C@H](CO)N1C[C@H](C)[C@@H](CN(C)C)Oc2c(NC(=O)CCC(F)(F)F)cccc2C1=O	-5.7	9.8	25.2	-7.0	-8.0	3.6	0.4	-4.3	-21.2
CCCSc1nnc(Cc2cc(=O)[nH]c(=O)[nH]2)n1-c1cc(C)ccc1C	6.1	-3.5	-2.4	-3.2	-5.0	14.1	0.1	17.3	9.8
O=C(O)c1ccc(COc2ccccc2/C=C2\NC(=O)N(Cc3ccccc3F)C2=O)cc1	-2.1	-3.4	3.1	2.1	18.7	5.8	2.4	0.5	17.1
CC(C)N(C(=O)CSc1nnc(-c2ccc3c(c2)OCO3)n1C)C(C)C	-4.3	11.5	7.6	-4.0	20.1	0.0	1.0	-22.5	-20.9
CCC(=O)Nc1ccccc1Sc1ncnc2scc(-c3ccccc3)c12	-21.8	-2.6	14.2	-9.0	-15.0	0.9	-0.4	5.4	-4.0
CCOC(=O)C1=NOC2COC3(CCN(c4ncccn4)CC3)OCC12 (stereo not given)	-11.4	10.5	17.1	-4.8	-0.5	5.0	1.0	-8.1	-4.2
Cc1ccc(S(=O)(=O)N(C)Cc2ccc(C(=O)NN=C3C4CC5CC(C4)CC3C5)cc2)cc1	-3.8	7.0	15.9	-7.9	-5.7	-0.4	0.3	-5.7	-7.4
CC(=C1C2C=CC1C1C(=O)NC(=O)C21)c1ccccc1 (stereo not given)	-4.3	3.6	12.3	-5.0	11.9	4.5	0.8	-4.2	-6.8
Nc1ccc(C23CC4CC(CC(O)(C4)C2)C3)cc1	-13.4	2.5	12.2	-1.1	0.9	11.3	0.0	-2.3	-8.7
Cn1ccc(C(=O)N/N=C/c2ccccc2[N+](=O)[O-])n1	0.9	8.5	-2.9	0.0	-17.7	1.7	0.9	-12.5	-18.0
Cc1c(C(=O)NC(C)CN2CCCCC2)oc2ccccc12 (stereo not given)	-18.3	10.8	7.3	-7.8	4.0	0.2	-0.1	-15.1	1.4
CCn1cc(C(=O)N[C@@H](CCSC)C(=O)NCCN2CCOCC2)c(=O)c2cc3c(cc21)OCO3	-2.0	10.8	-8.4	-1.7	10.2	1.1	0.2	-1.7	1.1
O=C1CCCc2oc3ccc(NS(=O)(=O)c4cccc5cccnc45)cc3c21	-14.4	-0.2	-9.1	5.3	17.2	22.5	3.6	2.2	10.1
CC(NC(=O)c1ccco1)C(=O)OC(C)C(=O)NCc1ccccc1 (stereo not given)	3.7	0.5	-11.4	-4.5	-9.0	5.1	-0.1	6.5	-5.5
Cc1ccc(CCC(=O)Nc2ccc(C#N)cc2)o1	-2.5	4.8	6.8	-3.0	-13.3	0.7	0.2	-3.0	-13.5
Cc1cccc(CN2CCN(Cc3ccco3)CC2)c1	1.5	6.4	9.7	-6.7	-20.1	0.2	0.7	-14.7	-9.9
CCCS(=O)(=O)NCc1cn2c(C)csc2n1	-9.8	-6.6	11.5	-10.2	-14.2	0.4	0.4	-6.5	-4.8

# Quoted from the listing:
# CHO parental Ca with CC(=C1C2C=CC1C1C(=O)NC(=O)C21)c1ccccc1 (stereo not given) stands at -4.3
# CHO-K1 Ca antag with Cn1ccc(C(=O)N/N=C/c2ccccc2[N+](=O)[O-])n1 stands at -18.0
# TAAR1 antagonist with Cc1cccc(CN2CCN(Cc3ccco3)CC2)c1 stands at -20.1

# Next entries:
compound	CHO parental Ca	M1 PAM	M1 PAM parental	CHRM1 agonist	TAAR1 antagonist	TAAR1 agonist	CHO-K1 Ca ag	CHRM1 antagonist	CHO-K1 Ca antag
CCCc1c(C(=O)N/N=C(\C)c2cccnc2)nnn1-c1nonc1N	x	14.2	10.3	0.7	-7.0	6.0	0.0	-19.5	-2.7
N#Cc1ccc2sn(-c3ccccc3)c(=O)c2c1	x	3.0	22.2	8.2	0.8	30.9	10.6	-6.3	-8.7
Cc1cnc(C(=O)OCC(=O)NC(C)CCc2ccccc2)cn1 (stereo not given)	-3.7	10.8	23.7	-4.1	13.3	6.5	2.7	-7.6	-19.6
O=C(CN1CCN(c2cccc(Cl)c2)CC1)Nc1nccs1	-4.2	-2.6	9.8	-4.5	-5.4	3.2	3.3	-0.5	-6.2
COC(=O)c1ccc(NC(=O)c2ccc3c(c2)C(=O)N(C)C3=O)cc1	4.6	8.7	16.0	-2.9	-6.3	0.7	0.5	-17.5	-14.3
Cc1nc2sccn2c(=O)c1S(=O)(=O)Nc1ccc(N2CCOCC2)c(Cl)c1	1.4	-12.5	10.3	0.5	28.1	9.7	2.0	14.8	5.4
CCn1c(SCC(=O)NCc2cccs2)nnc1-c1ccncc1	-5.0	10.6	13.4	-7.7	4.6	8.8	0.4	-13.7	-16.5
Cc1ccsc1C(=O)Nc1cc(Cl)ccc1-n1cncn1	x	-1.3	-17.1	-3.5	-4.3	-1.1	-0.4	-2.6	22.0
O=C(NC(=S)Nc1ccc2c(c1)OCCO2)c1ccco1	-12.2	11.4	10.1	-2.9	-21.1	0.2	0.3	-19.6	-1.4
CCCS(=O)(=O)N1CCCC(C(=O)NCCCN(Cc2ccccc2)C(C)C)C1 (stereo not given)	-21.5	-0.3	9.5	-4.7	1.8	-4.2	0.3	6.0	-2.0
Cc1cccc(S(=O)(=O)C(C#N)c2nc3ccccc3nc2N2CCOCC2)c1 (stereo not given)	-11.7	5.5	3.6	-3.5	5.1	2.7	0.6	-10.8	-12.2
Clc1ccc(-c2nnc(-c3ccc4ccccc4c3)o2)cc1	x	9.7	12.2	-0.6	-8.2	4.3	0.5	-17.6	-10.3
OCCOc1cccc(CN2CCC(CO)(CCOc3ccccc3)CC2)c1	-13.4	-15.0	10.4	-6.0	-11.4	5.2	5.7	11.2	2.1
